BAP1 block – blocks human BAP1 ubiquitin-AMC hydrolysis; Q92560; recombinant BAP1, Ub-AMC hydrolysis fluorescence kinetic; hits give low values; activity remaining (% of control), % at 20 µM; 72,000 tested, 0.48% active;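 active = activity remaining at or below 50% of control, provided the compound also passes the data quality filters; inactive = the rest, including low values that fail the filters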;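 note: 100% = DMSO wells rate and 0% = substrate alone blank rate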
HePTP inhibitor – human HePTP phosphatase inhibition; P35236; 110,000 tested, 0.64% active; AID 521; inhibition, % at 20 µM; recombinant HePTP phosphatase activity, OD absorbance; in the data active = inhibition above about 50%;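 note: plate controls were vehicle for no effect and reference inhibitor for full effect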
Target sequence (P35236 whole entry, looked up): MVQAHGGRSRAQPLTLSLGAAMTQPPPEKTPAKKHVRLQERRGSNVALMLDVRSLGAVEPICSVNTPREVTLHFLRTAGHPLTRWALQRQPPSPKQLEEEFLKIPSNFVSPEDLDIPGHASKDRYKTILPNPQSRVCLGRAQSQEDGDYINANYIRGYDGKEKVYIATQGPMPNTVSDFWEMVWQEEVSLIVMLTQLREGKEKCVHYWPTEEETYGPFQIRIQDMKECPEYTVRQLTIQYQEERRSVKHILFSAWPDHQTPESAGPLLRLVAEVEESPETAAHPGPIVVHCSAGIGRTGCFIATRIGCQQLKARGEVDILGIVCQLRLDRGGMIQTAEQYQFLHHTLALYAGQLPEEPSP
* = called active by the depositor; / = no result given; & = joins results of further samples. Random draw from the library; overall some 0.91% were active at least once.

compound	HePTP inhibitor	BAP1 block
NC1=NC(=O)/C(=C/c2ccc(OCc3cccc4ccccc34)cc2)S1	-3	/
NS(=O)(=O)c1ccc(NC(=O)c2ccccc2I)cc1	-2	/
Cc1ccc(C(=O)NCC2CCCO2)cc1[N+](=O)[O-] (stereo not drawn)	-21	/
CC(Cl)=CCNCc1ccco1	/	113
COc1cccc(-n2nnnc2SCC(=O)c2cc(OC)ccc2OC)c1	-1	66
CCOCn1c2ccc(Cl)cc2c2cc(Cl)ccc21	-1	/
O=C(NCc1cccnc1)c1cc(-c2ccccc2)on1	9	133
COc1ccc(/C=N/NC(=O)COc2ccccc2Br)cc1	-6	/
CCN(CC)CCCNC(CC(=O)O)C(=O)O (stereo not drawn)	11	96
O=C(Nc1ccc2c(c1)OCO2)N1CCN(S(=O)(=O)c2ccc(Cl)cc2)CC1	3	75
COCCN1C(=O)c2oc3ccccc3c(=O)c2C1c1ccc(O)c(OC)c1 (stereo not drawn)	-8	98
N#Cc1nc(COc2ccc(Cl)cc2Cl)oc1N1CCOCC1	2	100
COc1ccc(C2CC(=O)C=C(NC3CCCC3)C2)cc1 (stereo not drawn)	/	88
CCOC(=O)N1CCC(NC(=O)c2ccc3c(=O)n4c(nc3c2)CCCC4)CC1	0	94
C(=C\c1nc2ccccc2nc1/C=C/c1ccccc1)/c1ccccc1	6	/
COc1ccccc1NC1=NC(c2ccc(Cl)cc2)N=C(N)N1 (stereo not drawn)	6	105
CCOc1ccc(NC(=S)NC(NC(=O)CC(C)C)C(Cl)(Cl)Cl)cc1 (stereo not drawn)	0	/
COC(=O)C(CC(C)C)Oc1ccc2c(C)cc(=O)oc2c1 (stereo not drawn)	2	/
COc1cc(C2NC(=O)NC(C)=C2C(=O)OCCc2ccccc2)cc(Cl)c1O (stereo not drawn)	-6	/
CCOC(=O)C1CCCN(c2c(NCC3CCCN3CC)c(=O)c2=O)C1 (stereo not drawn)	7	105
O=C(N1CCOCC1)N1CCC(n2nnc3ccccc32)CC1	11	99
Cc1nn(CC(=O)NC(C)c2ccccc2)c(=O)c2ccccc12 (stereo not drawn)	2	96
O=C(COc1cccc(OC(F)F)c1)Nc1ccc(SC(F)F)cc1	-5	/
CCN1C(=O)C(NC(C)=O)c2cc(Br)ccc21 (stereo not drawn)	-10	96
O=C(O)CCN1C(=O)/C(=C/c2cn(-c3ccccc3)nc2-c2cccs2)SC1=S	24	/
Cc1ccc(CC2C(=O)N(c3ccc([N+](=O)[O-])cc3)C(=O)C2C)cc1 (stereo not drawn)	-4	/
CCN1C(=S)SC(=O)C1=C1C=C(C)N(CCO)C(C)=C1	2	/
CCOC(=O)c1c(-c2cccs2)csc1NC(C)=O	/	73
CCc1ccc(C(C)NC(=O)Cc2ccccc2)cc1 (stereo not drawn)	-9	/
CCC(=O)Nc1c2c(nn1-c1ccccc1C)CSC2	15	91

Next part; it opens with the 2 that closed the last part.
compound	HePTP inhibitor	BAP1 block
CCc1ccc(C(C)NC(=O)Cc2ccccc2)cc1 (stereo not drawn)	-9	/
CCC(=O)Nc1c2c(nn1-c1ccccc1C)CSC2	15	91
CCCc1c(C)nc2ccc(C)cc2c1SCC(=O)O	11	/
CCOC(=O)c1sc(NC(=O)c2ccccc2F)nc1C	/	103
CCOC(=O)CSC1=C(C#N)C(=O)NC2(CCCCC2)S1	6	116
COc1cc(NC(=O)c2ccc(Br)o2)ccc1NC(=O)c1ccccc1Cl	-2	62
COCCNC(=O)c1ccc(NS(=O)(=O)c2cc(C)ccc2C)cc1	-4	132
CCc1ccc2c(c1)C1(NN=C(c3ccccc3)S1)C(=O)N2 (stereo not drawn)	6	/
Cc1occc1C(=O)OCC(=O)Nc1ccc(F)cc1	8	92
COc1ccc(OC)c(/C=C2\C(=O)N(c3ccc(S(N)(=O)=O)cc3)N=C2C)c1	68*	/
CCn1c(=N)n(CC(=O)c2ccco2)c2ccccc21	-1	97
CC(C)(C)N1C(=O)c2ccc(C(=O)Nc3cccc(O)c3)cc2C1=O	-20	/
COc1ccc(CSc2nnc(SCc3ccc(OC)cc3)s2)cc1	3	/
CC(C)C(=O)Nc1ccc(C(=O)N2CCN(C(=O)c3ccco3)CC2)cc1	2	84
Cc1nn(-c2ccccc2)c2c1C(O)n1c(nc3ccccc31)S2 (stereo not drawn)	-18&9	97
COc1cc2c(C(=O)N3CCN(C)CC3)c(C)oc2cc1Br	8	104
CCOc1ccc(C(=O)Nc2ccc(OC(F)(F)F)cc2)cc1Cl	4	/
O=C(COc1ccccc1)Nc1ccc(-c2nc3ccccc3s2)c(O)c1	46	/
O=C(CCC(=O)N1CCc2ccccc21)Nc1ccccc1	6	102
Cc1cc2ncn(S(=O)(=O)N3CCCCC3)c2cc1C	2	63
O=C(NC1CCCc2ccccc21)C1CCN(S(=O)(=O)c2cccc3nsnc23)CC1 (stereo not drawn)	2	68
O=C1CCC(C(=O)N(Cc2ccco2)C2(C(=O)NC3CCCC3)CCCCC2)N1 (stereo not drawn)	2	104
COc1ccc(-n2c(=O)cc(N3CCN(c4ccccc4)CC3)[nH]c2=O)cc1	-1	94
CCOC(=O)C1(Cc2ccccc2)NC(c2ccccc2F)C2C(=O)N(CC)C(=O)C21 (stereo not drawn)	-1	81
COC(=O)Cc1cnc(NC(=O)C2C3CCC(C3)C2C(=O)O)s1 (stereo not drawn)	6	74
O=C(Nc1ccc(Cl)cc1Cl)c1nc2nc(-c3ccccc3)cc(C(F)(F)F)n2n1	3	/
Cc1cccc(C)c1OCC(O)CNC(C)(C)C (stereo not drawn)	3	/
COc1ccc(C)cc1N(CC(N)=O)S(=O)(=O)c1ccc(C)cc1	3	96
COc1ccc(N2CCN(C(=O)CCNS(=O)(=O)c3ccc(Br)s3)CC2)cc1	3	104
COc1ccc2[nH]c3ccccc3c2c1	8	97
CCCNC(=O)C(=O)NCCc1ccc(OC)c(OC)c1	6	/
O=C(Cn1nc(C(F)(F)F)c2c1CCCCC2)N1CCOCC1	4	/
O=C(C1CCCN1C(=O)c1cccs1)N1CCc2ccccc21 (stereo not drawn)	2	97
FC(F)(F)c1cccc(Nc2nc(-c3ccncc3)nc3ccccc23)c1	9	/
Cc1ccc(N2NC(=O)/C(=C/c3ccc(O)c([N+](=O)[O-])c3)C2=O)cc1	-21	/
CC(/C=C/c1ccc(N(C)C)cc1)=N\N=C(/N)SC1CC(=O)N(c2ccc(F)cc2)C1=O (stereo not drawn)	0	/
O=C(COc1ccc(Br)cc1)NC1CCCCC1	-11	/
CCOC(=O)CCN(Cc1cccs1)S(=O)(=O)c1ccc(F)cc1	3	90
[O-]/[N+](=C\c1ccc(OC(F)F)cc1)c1ccccc1	1	93
O=C(CCNc1ccc(Cl)cc1)c1cccs1	6	/
CC1(C)CC(=O)C2=C(C1)NC(=O)CC2c1cc(F)ccc1F (stereo not drawn)	5	123
Clc1ccc(-n2ncnc2-c2cccc(Br)c2)cc1	3	/
Cc1ccccc1-c1ncnn1-c1cccc(Cl)c1C	8	/
COC(=O)c1cc2oc(C)cc2n1CC(=O)Nc1ccc(C)c(C)c1	4	/
Cc1[nH]c2ccc(CNS(=O)(=O)c3ccc(S(=O)(=O)N4CCOCC4)cc3)cc2c1C	5	97
O=C(Nc1ccc2c(c1)OCCO2)C1CCN(S(=O)(=O)c2cccc3nsnc23)CC1	-10	101
O=C(NNS(=O)(=O)c1cccc([N+](=O)[O-])c1)c1ccccc1O	6	/
O=C(c1cccc(F)c1)N1CCN(CC2CC3C=CC2C3)CC1 (stereo not drawn)	5	87
COC(=O)c1ccccc1NC(=O)C1CCN(C(=O)c2cc(OC)c(OC)c(OC)c2)CC1	6	/
Clc1ccc(OCc2nnc(SCc3nnc(-c4ccccc4)o3)o2)c(Cl)c1	-8	76
Cc1ccc(S(=O)(=O)N2CCN(C(=O)CSc3nnc(C)s3)C2)cc1	2	105
CCCn1c(NCc2cc(C)ccc2O)nc2ccccc21	9	92
O=c1c(C(c2nnnn2C2CCCCC2)N2CCCCC2)coc2ccc(Cl)cc12 (stereo not drawn)	13	67
N#Cc1sc2nc3c(c(-c4ccco4)c2c1N)CCCC3	6	162
O=C(Cc1c[nH]c2ccccc12)Nc1nc2ccccc2[nH]1	-13	76
CCOC(=O)COn1c(=O)c(-c2cccs2)[n+]([O-])c2ccccc21	5	77
CCc1nc2sc3c(c2c(=O)n1N)CCC3	10	116
CCN(CC)CCCn1c(C)cc2c(c1=O)C(c1cc(OC)c(OC)cc1OC)C(C#N)=C(N)O2 (stereo not drawn)	-6	99
CCc1ccccc1NC(=O)C(CC)c1ccccc1 (stereo not drawn)	5	/
C=CCSc1nnc(-c2ccc(Br)cc2)o1	6	/
COc1ccc2oc(=Nc3cccc(C#N)c3)c(C(=O)Nc3ccccc3)cc2c1	/	57
CC(=O)CC1(O)C(=O)Nc2ccc(Br)cc21 (stereo not drawn)	-8	/

Molecules shown so far containing an NH in an aromatic ring (4):
compound	HePTP inhibitor	BAP1 block
COc1ccc(-n2c(=O)cc(N3CCN(c4ccccc4)CC3)[nH]c2=O)cc1	-1	94
COc1ccc2[nH]c3ccccc3c2c1	8	97
Cc1[nH]c2ccc(CNS(=O)(=O)c3ccc(S(=O)(=O)N4CCOCC4)cc3)cc2c1C	5	97
O=C(Cc1c[nH]c2ccccc12)Nc1nc2ccccc2[nH]1	-13	76

Later entries.
compound	HePTP inhibitor	BAP1 block
COC(=O)[C@@H](NC(=O)Nc1ccccc1F)C(C)C	0	93
Cc1ccc(C)c(S(=O)(=O)NC(CC(C)C)C(=O)O)c1 (stereo not drawn)	-5	/
Cn1ccnc1SCC(=O)N(C1CCCCC1)C1CCCCC1	4	102
COc1ccccc1-n1nnnc1S(=O)(=O)Cc1ccc(Cl)cc1	3	61
COc1cc(Br)c(/C=C2\C(=O)N(c3cccc(C(=O)O)c3)N=C2C)cc1OC	77*	/
Nc1nc2c3ccccc3nc(C3CC3)n2n1	-2	92
O=c1nc2n(c3c4c(sc13)CCC4)CCC2	-5	98
COC(=O)CSc1nc2sc3c(c2c(=O)n1-c1ccccc1)CC(C)(C)OC3	-7	/
COc1ccc(NC(=O)CNc2cccc(C#N)c2)cc1Cl	-3	86
CC(C)(C)NC(=O)c1sccc1C(=O)O	6	101
O=C(CSc1nnnn1-c1ccccc1)Nc1cccc([N+](=O)[O-])c1	6	/
O=C(Cn1cnc2sc(-c3ccccc3)cc2c1=O)NCc1ccco1	18	23*
COc1ccc(/C=C2\C(=O)NC(=O)N(c3ccc(C)c(C)c3)C2=O)cc1Br	-10	/
CCOc1cc(C)c(Cl)cc1S(=O)(=O)n1nnc2ccccc21	3	68
O=C(O)CSc1nnc2c(n1)[nH]c1ccccc12	-14	63
COC(=O)c1ccc(NC(=O)CCC2CCCCC2)cc1	-10	/
Cn1c2ccccc2c2c(C(=O)NCc3ccco3)cn(C3CCCCC3)c(=O)c21	-10	489
COc1cccc(-c2cc(C(=O)Nn3cnnc3)c3ccccc3n2)c1	8	100
O=C(O)C1CCN(S(=O)(=O)c2cccnc2)CC1	2	80
Cc1nn(C(=O)CCN2C(=O)c3ccccc3C2=O)c(C)c1Br	8	/
Cc1c(NC(=O)C(C)OC(=O)CC2Sc3ccccc3NC2=O)c(=O)n(-c2ccccc2)n1C (stereo not drawn)	0	135
O=C1OCCC1Sc1nc2ccccc2[nH]1 (stereo not drawn)	-7	110
COC(=O)C1C2C=CC3(CN(CC4CCCO4)C(=O)C13)O2 (stereo not drawn)	-6	85
C#CCn1c(=NC(=O)c2cccs2)sc2cccc(OC)c21	/	102
O=[N+]([O-])c1ccccc1-c1nc(-c2ccco2)c(-c2ccco2)[nH]1	10	/
COc1ccc(-c2nnn(CC(=O)N(CC(=O)NCCC(C)C)Cc3cccs3)n2)cc1OC	-12	105
O=C1C2C3C=CC(C4CC34)C2C(=O)N1C12CC3CC(CC(C3)C1)C2 (stereo not drawn)	8	/
Cn1c(/C=C/c2cn(C)c3ccccc23)nc2ccccc2c1=O	-5	/
COC(=O)Cn1cc(C(=O)OC)c2ccccc21	5	163
O=C(CC1Oc2ccccc2NC1=O)NCc1ccc(Cl)cc1 (stereo not drawn)	0	95

Rewritten with values under each structure: entries from further up
Results follow in this order: HePTP inhibitor	BAP1 block
> COC(=O)C1C2C=CC3(CN(CC4CCCO4)C(=O)C13)O2 (stereo not drawn)
    -6	85
> C#CCn1c(=NC(=O)c2cccs2)sc2cccc(OC)c21
    /	102
> O=[N+]([O-])c1ccccc1-c1nc(-c2ccco2)c(-c2ccco2)[nH]1
    10	/

Going on with the list:
compound	HePTP inhibitor	BAP1 block
CCOc1ccc(N(CC(=O)NCC(C)C)S(=O)(=O)c2ccc(SC)cc2)cc1	-8	/
O=C(O)c1cc2ccc3ccccc3c2[nH]1	3	/
Fc1cccc2sc(Nc3nnc(-c4ccccc4)o3)nc12	7	/
CC(=O)Nc1nc(CC(C)C)cc(-c2ccco2)c1C#N	11	100
CCSc1nc2ccccc2n1CCC(=O)O	-5&-2	/
COC(=O)c1ccc(Oc2coc3cc(O)ccc3c2=O)cc1	/	109
O=C(CCN1CCc2ccccc2C1)Nc1ccccc1F	4	104
CN(C)S(=O)(=O)c1ccc2oc(SCC(=O)NCC(F)(F)F)nc2c1	-1	67
Cc1cn(C(=O)C(C)N2C(=O)c3ccccc3C2=O)c(C)n1 (stereo not drawn)	-3	/
CCOC(=O)N1CCN(C(=O)C(C)(C)Oc2ccc(Cl)cc2)CC1	0	97
Cc1cc(NCCCN2CCOCC2)n2ncc(-c3ccccc3)c2n1	13	/
